# Compound activity: PubChem BioAssay, several laboratories
# N-glyco inh – N-linked glycosylation inhibition | AID 588692 | 360,000 tested, 0.23% active | reporter increase, % at 12.5 µM | D54 ERlucT glycosylation luciferase reporter, 24 h; percent of 100 nM tunicamycin response;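 active = mean luciferase reporter signal, scaled so untreated is 0 and the glycosylation-blocking control 100, at or above a set limit in every replicate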;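 also: luciferase carries N-glycosylation sites so blocking glycosylation raises the light; 0% = median of neutral control wells and 100% = median of 100 nM tunicamycin wells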
# HTR2A ag – agonists of mouse serotonin 5-HT2A receptor (HTR2A). P35363. CHO-K1 mHTR2A beta-arrestin complementation, luminescence; percent of 30 µM serotonin response. activation, % at 7.6 µM. 360,000 tested, 0.66% active. AID 624169;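 active = activation above a run cutoff, the mean activation of all tested compounds plus 3 SD, cut at about 14% in these data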;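 also: 0% = plate median of compound wells and 100% = 30 µM serotonin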
# Target sequence (P35363 whole entry, looked up): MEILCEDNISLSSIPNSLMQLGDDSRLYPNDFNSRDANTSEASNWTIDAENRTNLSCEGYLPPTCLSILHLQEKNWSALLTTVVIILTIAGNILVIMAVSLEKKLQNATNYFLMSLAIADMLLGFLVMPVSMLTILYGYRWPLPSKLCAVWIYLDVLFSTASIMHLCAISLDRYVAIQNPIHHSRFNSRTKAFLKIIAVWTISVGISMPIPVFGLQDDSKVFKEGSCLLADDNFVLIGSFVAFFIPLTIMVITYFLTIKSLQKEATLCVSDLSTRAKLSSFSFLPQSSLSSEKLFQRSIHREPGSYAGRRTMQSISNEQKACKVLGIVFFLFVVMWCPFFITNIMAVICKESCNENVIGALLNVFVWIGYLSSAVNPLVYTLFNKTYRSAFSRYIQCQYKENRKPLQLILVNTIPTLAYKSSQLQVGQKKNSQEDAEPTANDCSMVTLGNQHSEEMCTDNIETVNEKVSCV
# PDI turbidity – blocks human protein disulfide isomerase activity | P07237 | PDI insulin aggregation turbidity, A650, 90 min | inhibition, % at 10 µM | 350,000 tested, 0.052% active | AID 588391;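 active = mean inhibition across replicates of 30% or more, whatever share of single replicates reach that level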;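 also: absorbance from insulin aggregation driven by PDI reduction with DTT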
# Target sequence (P07237 whole entry, looked up): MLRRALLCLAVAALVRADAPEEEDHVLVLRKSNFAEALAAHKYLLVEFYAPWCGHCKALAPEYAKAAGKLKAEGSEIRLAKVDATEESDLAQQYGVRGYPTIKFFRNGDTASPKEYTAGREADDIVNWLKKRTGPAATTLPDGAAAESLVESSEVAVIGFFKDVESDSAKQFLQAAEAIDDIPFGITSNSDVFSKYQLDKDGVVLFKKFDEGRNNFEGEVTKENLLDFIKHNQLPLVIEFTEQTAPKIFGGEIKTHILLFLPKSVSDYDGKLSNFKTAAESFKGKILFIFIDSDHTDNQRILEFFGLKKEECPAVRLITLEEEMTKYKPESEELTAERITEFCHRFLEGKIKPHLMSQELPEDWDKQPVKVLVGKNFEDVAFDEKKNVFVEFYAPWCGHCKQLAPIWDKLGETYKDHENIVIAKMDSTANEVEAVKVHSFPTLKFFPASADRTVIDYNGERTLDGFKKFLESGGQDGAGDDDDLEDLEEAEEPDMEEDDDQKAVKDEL
# aDG glyco up – alpha-DG glycosylation activation | activation, % at 10 µM | 360,000 tested, 0.22% active | Pro5-aDG cells, alpha-DG glycosylation AlphaScreen (IIH6); 0% Pro5, 100% B10-LARGE cell signal;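 active = activation of at least 8% versus controls, or a plate z-score of at least 8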;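 also: Pro5 are CHO cells carrying HIG-tagged alpha-DG that lacks glycosylation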
# H9c2 protect – myocardial damage modulation in H9c2 cells; H9c2 cardiomyocytes, H2O2 injury protection, ATPLite, 2 h; protection from H2O2 cell death, % at 20 µM; 360,000 tested, 0.63% active; AID 588492;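 active = compounds giving at least 50% protection of heart cells from peroxide-induced death in the single-dose screen, raw or plate-pattern-corrected value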;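 also: 0% = DMSO wells with peroxide and 100% = DMSO wells without peroxide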
# hiPSC survival – hiPSC single-cell survival enhancement; ATPlite luminescence; 100% = ROCK inhibitor wells, 0% = DMSO; survival enhancement, % at 20 µM; 360,000 tested, 0.044% active; in the data active = survival enhancement above about 18%;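 also: cells exposed to compounds for 16 hours before the ATP read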
# CaV13 ICDI inh – Primary screen for inhibitors of IQ motif and Ca2+-dependent inactivation inhibitor domain binding in CACNA1D, Förster resonance energy transfer in living cells, …; 340,000 tested, 0.098% active; AID 743397; inhibition, % at 12.3 µM; HEK cells, CFP/YFP FRET ICDI-IQ, plate reader, 10 min; percent FRET-ratio fall versus neutral wells;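 active = mean replicate inhibition of at least 30% and at least 1% of replicates passing that level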;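 also: 0% = median of the neutral control wells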
# Vif imaging – blocks HIV Vif function | HEK293T cells, Vif self-association by quenched fluorescence, imaging, 24 h | inhibition, % at 7.49 µM | 340,000 tested, 0.35% active; in the data active = inhibition above about 50%, passing the limit was not always enough; also: some results filed as inactive read as strong as hits
# Exocytosis inh – lytic granule exocytosis inhibition. TALL-104 LAMP-1 surface exposure, flow cytometry; cells stimulated with thapsigargin and PMA. 360,000 tested, 0.66% active. AID 651702. inhibition, % at 10 µM;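 active = inhibition above about 55%, limit read from the data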
# ABCB6 inh 2 – human ABCB6 transporter inhibition | AID 602162 | Q9NP58 | 360,000 tested, 0.19% active | fluorescence ratio to DMSO, % at 10 µM | K562-ABCB6 porphyrin accumulation, flow cytometry, 1 h; hits give low values;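 active = fluorescence ratio to DMSO below 75%, the collection mean minus 3 SD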;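 also: signal is porphyrin accumulated inside mitochondria; 100% equals median channel fluorescence of DMSO control wells; lower ratio means ABCB6 inhibition with less porphyrin fluorescence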
# Starred values were filed as active, the others as inactive; i = inactive; x = not tested or not shown.
# Fields – N-glyco inh	HTR2A ag	PDI turbidity	aDG glyco up	H9c2 protect	hiPSC survival	CaV13 ICDI inh	Vif imaging	Exocytosis inh	ABCB6 inh 2
- CC(NC(=O)c1ccc2nc(Cc3cccc(Cl)c3)oc2c1)c1ccncn1 (configuration not stated)
    0	-4	-1	0.1	-1	2.4	-6	-5	-5	97
- Cc1ccc2nc3c(cc(C(=O)NCC4CCCO4)c(=N)n3C3CCCC3)c(=O)n2c1 (configuration not stated)
    1	0	-7	0.2	3	1.7	6	19	-11	95
- COc1ccc(-c2noc(C3CCCN(C(=O)Nc4ccccc4)C3)n2)cc1 (configuration not stated)
    -6	-2	-3	0.1	-10	8.1	3	-8	0	101
- C=C1CCN([C@H](C(=O)Nc2ccc(OC)cc2)C(C)C)S(=O)(=O)c2ccccc21
    -2	-3	-4	-0.2	2	2.1	-5	x	-13	96
- CCOC(=O)Nc1cccc2c1-c1ccc([N+](=O)[O-])cc1C2=O
    5	0	16	0.4	-6	-0.1	-6	-1	-12	103
- CCCC1(c2ccccc2)NC(=O)N(CC(=O)Nc2sc(-c3ccccc3)cc2C(=O)OCC)C1=O (configuration not stated)
    1	-2	-8	-0.3	2	-3.6	-5	4	-2	87
- CN(C)S(=O)(=O)c1ccc(C(=O)Nc2ccc3ncccc3c2)cc1
    3	2	2	-0.3	-4	0.1	-2	11	2	98
- CCNC(=O)CSc1nnc(C2CC2)n1-c1ccccc1
    5	0	-19	-0.4	12	-2.6	x	4	-7	99
- CCC(=O)Nc1ccc(NC(=O)CSc2nnnn2-c2cccnc2)cc1C
    -1	1	2	0.1	-1	-1.1	-7	16	-2	99
- CC1Cc2ccccc2N1C(=O)CSc1nc2ccccc2n1CC(=O)N1CCOCC1 (configuration not stated)
    -1	1	-3	1.4	-1	0.5	-5	-2	-2	100
- CCc1cc(-c2cnnn2CCc2c[nH]c3ccccc23)ccc1-c1cn(CC(C)C)nn1
    -5	4	8	0.0	-13	-1.3	-5	-1	-12	105
- CCn1c(SCC(=O)N2CCN(C)CC2)nc2c1c(=O)n(C)c(=O)n2C
    0	5	-4	-0.1	5	0.6	-5	9	-4	98
- O=C(O)C(Cc1ccccc1)n1c(=S)[nH]c2ccccc2c1=O (configuration not stated)
    2	1	1	-0.2	2	-0.6	8	0	-2	100
- CC(C1CC1)N(C(=O)c1ccccc1[N+](=O)[O-])c1ccccc1 (configuration not stated)
    -2	-5	6	0.2	3	0.5	-2	-15	-2	99
- O=C(/C=C/c1ccco1)Nc1cccc(-c2nc3ccccc3[nH]2)c1
    8	-1	0	-0.3	45	1.5	-5	x	21	97
- CC(NC(=O)CCCOc1ccc(Cl)cc1)c1ccccc1 (configuration not stated)
    5	-9	3	0.2	7	-0.7	-19	-2	10	100
- Cc1ccc(-n2nc3c(=O)n(CC(=O)NCCc4cccs4)nc(C)c3c2C)cc1
    1	-2	3	0.4	0	0.1	-3	1	2	95
- O=C(COc1ccc(Br)cc1Cl)NCCCN1CCOCC1
    -2	2	0	-0.1	-4	-0.4	-2	0	2	99
- Cc1ccc2nc(C)cc(SCC(=O)N/N=C/c3ccco3)c2c1
    0	-1	-6	0.0	5	-0.5	-3	0	-5	101
- CCCCN(C(=O)CN1C(=O)C2CC=CCC2C1=O)c1c(N)n(CCC)c(=O)[nH]c1=O (configuration not stated)
    3	3	5	0.0	2	-1.1	-6	23	-1	82
- COc1ccc(/C=C(/C#N)C(=O)NC2CCCCC2)cc1Br
    7	-2	-3	0.3	1	0.2	-3	2	3	99
- COc1ccc(CN(C)S(=O)(=O)c2nnc(NC(=O)c3cccc(F)c3)s2)cc1OC
    2	4	-1	0.1	-13	-0.3	-3	-11	0	97
- CCN(CC(=O)N1CCOCC1)S(=O)(=O)c1ccc2ccccc2c1
    2	3	5	0.0	8	-0.5	-5	-1	-10	89
- CCOC(=O)[C@]12CCC=C1N(Cc1ccco1)C(=O)[C@H](CC(=O)N1CCC(c3ccccc3)CC1)C2
    x	6	x	-0.4	x	0.8	-5	x	-3	102
- Cc1ccc(S(=O)(=O)N2CCN(C)CC2)cc1
    0	-4	8	-0.1	8	2.5	-3	-2	4	98
- O=S(=O)(c1ccccc1)N1CCN(S(=O)(=O)N2CCCCCC2)CC1
    -2	2	10	0.0	2	0.3	-5	10	7	99
- O=S(=O)(CCN1CCN(C(c2ccccc2)c2ccccc2)CC1)C(F)(F)F
    -2	-7	-3	0.7	-1	-2.6	x	3	14	103
- COc1ccc(NC(=S)NC(NC(=O)c2cccc3ccccc23)C(Cl)(Cl)Cl)c([N+](=O)[O-])c1 (configuration not stated)
    4	-5	-11	-0.1	-14	2.7	x	1	-4	95
- CC(C)NC(=O)c1cc(C2CCCCN2S(=O)(=O)c2ccc(F)cc2F)on1 (configuration not stated)
    -2	0	3	0.1	-2	1.6	-11	-3	-1	98
- NCCCCCc1cn(CC(=O)NCCCCCCCCCCC(=O)N2CCNCC2)nn1
    5	4	-4	-0.3	-5	-0.1	-5	4	-1	91
- O=C1CCCN1CCCNS(=O)(=O)c1cccc(F)c1
    1	-1	-3	0.1	4	-0.7	x	7	-4	94
- CCCCN(CC)Cc1c(C)[nH]c2c(ccc3ccccc32)c1=O
    2	-7	19	0.0	6	0.1	-5	11	-4	97
- O=C(COc1ccccc1/C=C\c1nc(O)c([N+](=O)[O-])c(=O)[nH]1)Nc1ccccc1
    -1	0	8	0.1	-3	0.8	4	-4	2	92
- Cc1ccc(C)c(NC(=O)COC(=O)CNC(=O)c2ccccc2Cl)c1
    5	-5	-5	-0.1	-3	1.1	-3	-3	2	98
- CCOC(=O)Cc1nn(C(C)C)c(=O)c2ccccc12
    4	1	1	0.1	-6	-0.8	-1	-13	-1	94
- Cc1ccc(S(=O)(=O)NC(=O)Nc2ccc(C)cc2C)cc1
    1	3	-3	0.1	3	-0.3	-3	21	-9	109
- Oc1ccccc1C=NC1=NN(c2cccc(C(F)(F)F)c2)CC1
    10	0	9	0.7	-1	-2.7	-6	9	1	92
- O=C(NCCCN1CCOCC1)c1cc2ccccc2o1
    1	0	-3	0.0	-5	-0.1	x	-1	1	96
- Clc1cccc(-c2nc3c4ccccc4ccn3c2Cc2ccccc2)c1
    -2	-1	x	1.9	-3	-1.7	-8	x	6	100
- CCOCCOC(=O)c1ccc(-n2cnc(C)n2)nc1
    2	-1	-3	0.6	0	3.0	-16	-3	-2	98
- CC1(C(=O)Nc2ccc3c(c2)OCCO3)CSCC(=O)N1CCc1ccccc1F (configuration not stated)
    x	5	x	-0.3	x	x	-6	x	9	x
- COC(=O)c1ccc(NC(=S)N2CCN(CCO)CC2)cc1
    0	-8	1	0.1	-2	-0.2	-2	-6	1	96
- COCCN1C(=O)C(CC(=O)Nc2ccc(C(=O)O)cc2)SC1=Nc1ccccc1 (configuration not stated)
    0	-6	6	-0.1	-2	3.0	1	3	-2	101
- CC1Cc2ccccc2N1S(=O)(=O)c1cccc(C(=O)NCc2ccccn2)c1 (configuration not stated)
    -2	-4	-1	0.3	-7	-0.1	-6	-4	1	99
- O=C(Nc1ccc(N2CCOCC2)cc1)C1(c2ccc(Cl)cc2)CCC1
    -2	1	1	0.1	0	0.4	-6	16	-3	94
- CCc1nc(CNC(=O)C2CCC(=O)N(Cc3cccc(OC)c3)C2)no1 (configuration not stated)
    2	5	-6	-0.2	-4	0.0	-3	-6	-1	101
- CC(NC(=O)c1cccs1)c1ccccc1 (configuration not stated)
    0	1	1	0.3	-4	0.2	-5	9	-2	100
- CCOC(=O)Cn1c(=O)oc2cc(S(=O)(=O)N(C)Cc3ccco3)ccc21
    -2	-3	10	0.3	10	0.7	-4	11	6	100
- Cn1c(CNC(=O)CCNC(=O)c2cccc(Br)c2)cc(=O)n(C)c1=O
    2	-4	1	0.1	1	-0.1	-6	-2	3	100
- C#CC1(NC(=O)NS(=O)(=O)c2ccc(C)cc2)CCCCC1
    0	2	-1	0.2	-4	-0.3	-21	x	10	102
- Cc1cc(=O)[nH]c(Nc2cccc(C(F)(F)F)c2)n1
    -6	0	-7	0.3	-4	0.4	-7	-16	-8	93
- Cc1ccc(N2C(=O)CCC2=O)c(C)c1
    -2	0	0	-0.1	1	0.3	0	-15	-1	101
- Cc1cc(C(=O)NCCC2=CCCCC2)c(C)o1
    -7	-4	8	0.8	3	-0.8	-8	-1	10	82
- Cc1nn(C)cc1/C=N\NC(=O)c1ccc(Cn2cc(Cl)cn2)cc1
    2	1	-1	-0.2	2	2.0	-4	x	-4	105
- COc1ccc(Cc2[nH]n3c(=O)cc(C(C)C)nc3c2-c2ccccc2)cc1
    -1	-4	1	0.6	3	1.1	-4	-6	-1	103
- O=C(Nc1ccccn1)C1CCN(C(=O)c2ccc(Cl)cc2)CC1
    3	9	10	0.2	-4	3.7	10	-9	6	103
- Cc1cc(Nc2ccccc2C(=O)O)n(-c2ccc([N+](=O)[O-])cc2)n1
    1	0	-5	-0.1	1	-0.7	4	-3	14	98
- CC(C)(C)c1ccc(OCCCC(=O)Nc2ccc(S(N)(=O)=O)cc2)cc1
    -4	-2	-10	-0.2	-5	-1.0	4	-22	-2	i
- Cc1ccc(NC(=O)c2cnccn2)cc1S(=O)(=O)N1CCCCCC1
    -1	-1	7	-0.2	11	5.4	-5	-2	1	93
- COc1ccc2c(c1)Cc1sc(NC(=O)c3cccnc3)nc1-2
    4	2	-4	-0.2	28	-0.8	-4	-6	-2	100

# (list continues)
# Fields – N-glyco inh	HTR2A ag	PDI turbidity	aDG glyco up	H9c2 protect	hiPSC survival	CaV13 ICDI inh	Vif imaging	Exocytosis inh	ABCB6 inh 2
- CC(C)Sc1nsc2nc(=O)c(/C=C3\C=Nc4ccccc43)c(N)n12
    3	0	1	-0.1	-2	-0.5	-1	2	9	100
- CC1=C(C(=O)OCc2ccccc2)C(c2ccc([N+](=O)[O-])cc2)NC(=O)N1CCCC(=O)O (configuration not stated)
    3	-3	-59	-0.3	7	-0.7	-9	5	62*	99
- CCCC1=C(C(=O)OCC)C(c2ccc(O)cc2)n2ncnc2N1 (configuration not stated)
    5	0	8	0.3	9	2.2	x	-10	-1	89
- Cc1c(C)c2c(OCC(=O)NCc3cccnc3)cc3c(c2oc1=O)CCC(C)(C)O3
    0	6	x	0.3	0	-0.5	x	2	-6	91
- CCOC(=O)CC(=O)CSc1nnc2c(n1)[nH]c1ccccc12
    0	1	-2	0.8	-13	-0.9	-3	2	-3	93
- Cc1cc(SCC(=O)Nc2ccc3[nH]c(=O)[nH]c3c2)nc2ccccc12
    -2	-1	8	0.0	-3	-0.9	-2	14	15	97
- COc1ccc(-c2csc(NC(=O)c3ccc(OCC(=O)N4CCOCC4)c(OC)c3)n2)cc1
    -4	0	-1	-0.5	44	-1.8	-5	-18	-3	88
- CCN(CC)S(=O)(=O)c1ccc(NS(=O)(=O)CC23CCC(CC2=O)C3(C)C)cc1 (configuration not stated)
    0	4	-4	-0.2	0	-1.2	-4	-1	-1	97
- COCCn1c(SCC(=O)NC2CC2)nnc1-c1ccco1
    1	-3	3	0.0	5	-0.4	-4	12	-17	168
